# procasp3 activ = activates human procaspase-3. P42574. recombinant procaspase-3 D3A, Ac-DEVD-pNA absorbance 405 nm. activation, % at 8.5 µM. hit rate 0.11% among 330,000;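 active = activation above the mean of all tested compounds plus 3 SD, cut at about 21% in these data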;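 also: 0% = DMSO alone and 100% = DMSO wells spiked with extra 5 µM PC-3 D3A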
#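 Assay system – Procaspase-3 D3A mutant, all three cleavage aspartates alanine · Controls – DMSO-only low control, 5 µM PC-3 D3A high control · Schedule – 1 h compound preincubation, 2 h substrate hydrolysis at 25 °C · Signal – 405 nm absorbance of p-nitroaniline, reads at 0 and 120 min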
# GRK2 inh = inhibitors of human GRK2 displacing RNA aptamer; P25098; bead flow cytometry, FAM-aptamer displacement from GRK2; inhibition of aptamer binding, % at 10 µM; hit rate 0.59% among 330,000; AID 488847;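 active = inhibition of aptamer binding above 40%, roughly 3 SD of noise, on plates passing a quality check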;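 also: median bead fluorescence of bound FAM aptamer so fluorescent compounds give negative values; no value below 0 was filed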
# Fh CTSL1 inh = cathepsin L1 inhibition, PFM18AAP counter-screen. inhibition, % at 5.96 µM. hit rate 0.49% among 300,000. recombinant F. hepatica cathepsin L1, Z-Leu-Arg-MCA fluorescence;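 active = inhibition above the mean of all tested compounds plus 3 SD, set per screening campaign, cut at about 17% in these data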;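 also: 0% = plate median of test compound wells and 100% = 1 µM Z-Phe-Ala-diazomethylketone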
# core dimer inh = blocks dimerization of HCV core protein | TR-FRET GST/Flag-core106 dimerization, 1536-well | inhibition, % at 5 µM | hit rate 0.33% among 300,000 | AID 1899;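 active = inhibition above the mean of all tested compounds plus 3 SD, set per screening campaign, cut at about 45% in these data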
#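 Assay system: tagged HCV core106 pair (GST and Flag); medium: KF-containing HEPES buffer, pH 7.45, DTT, CHAPS, BSA; also added: Eu donor and XL665 acceptor anti-tag antibodies; dosing: 5 µM single dose; timing: compound-protein-antibody incubation 4 h at 22.5 °C; signal: TR-FRET 671 and 617 nm emission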
# PP1 inh = PP1-alpha (human) inhibition in PP5 counter-screen; P62136; purified PP1alpha, OMFP fluorescence; inhibition, % at 6.7 µM; hit rate 0.9% among 320,000;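 active = inhibition above the mean inhibition of all tested compounds plus 3 SD, computed separately for each screening campaign, cut at about 15% in these data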
# Target sequence (P62136 whole entry, looked up): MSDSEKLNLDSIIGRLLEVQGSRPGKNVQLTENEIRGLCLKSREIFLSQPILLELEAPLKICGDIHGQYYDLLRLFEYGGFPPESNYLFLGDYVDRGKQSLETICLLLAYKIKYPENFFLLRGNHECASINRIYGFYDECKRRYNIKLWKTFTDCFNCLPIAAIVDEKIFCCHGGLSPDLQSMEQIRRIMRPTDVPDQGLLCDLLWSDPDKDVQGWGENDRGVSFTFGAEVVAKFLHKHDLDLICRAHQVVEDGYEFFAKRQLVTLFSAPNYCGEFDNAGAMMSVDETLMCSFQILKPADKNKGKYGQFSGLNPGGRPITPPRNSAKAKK
# GASC-1 inh = inhibitors of human GASC-1 (JMJD2C) demethylase; Q9H3R0; GST-JMJD2C(1-420) H3K9me3 demethylation, DELFIA europium; inhibition, % at 2.35 µM; hit rate 0.069% among 330,000;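 active = more than half of a compound's replicate wells show inhibition beyond 50%, single wells judged on their own value; inconclusive = some, but no more than half, of replicates pass 50% inhibition; inactive = no replicate passes 50% inhibition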;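 also: signal counts dimethyl H3K9 product captured on neutravidin plate; 0% = median of DMSO wells and 100% = 0.3 times that DMSO median; strong numbers were not always called active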
# Target sequence (Q9H3R0 1-420 limits assumed): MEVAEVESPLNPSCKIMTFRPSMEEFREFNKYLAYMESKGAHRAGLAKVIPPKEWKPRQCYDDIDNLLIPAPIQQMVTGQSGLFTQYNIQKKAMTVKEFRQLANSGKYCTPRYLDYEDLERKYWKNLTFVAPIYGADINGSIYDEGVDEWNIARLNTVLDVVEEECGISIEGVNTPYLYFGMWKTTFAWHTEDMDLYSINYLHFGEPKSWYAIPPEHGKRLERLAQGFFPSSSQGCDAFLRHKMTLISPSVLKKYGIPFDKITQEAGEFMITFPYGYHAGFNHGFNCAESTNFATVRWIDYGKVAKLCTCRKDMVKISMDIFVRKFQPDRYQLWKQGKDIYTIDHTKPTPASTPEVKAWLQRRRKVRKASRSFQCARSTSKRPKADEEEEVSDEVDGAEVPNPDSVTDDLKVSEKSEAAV
# VLA-4 inh = inhibition in a human VLA-4 binding assay; P13612; VLA-4 expressing cells, ligand binding flow cytometry; inhibition, % (about 7 µM as worked out from the volumes in the protocol); hit rate 0.2% among 330,000; AID 2557; in the data active = inhibition above about 50%
# procasp7 counter = counter-screen: procaspase-7 (human) activation; P55210; recombinant procaspase-7, Ac-DEVD-pNA absorbance 405 nm; D23A/D198A/D206A triple mutant, cannot self-cleave; scale: DMSO 0, 5 µM enzyme 100; activation, % at 8.5 µM; hit rate 0.093% among 330,000;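 active = percent activation above the screen-wide mean plus 3 SD, cut at about 25% in these data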
# Target sequence (P55210 whole entry D23A/D198A/D206A): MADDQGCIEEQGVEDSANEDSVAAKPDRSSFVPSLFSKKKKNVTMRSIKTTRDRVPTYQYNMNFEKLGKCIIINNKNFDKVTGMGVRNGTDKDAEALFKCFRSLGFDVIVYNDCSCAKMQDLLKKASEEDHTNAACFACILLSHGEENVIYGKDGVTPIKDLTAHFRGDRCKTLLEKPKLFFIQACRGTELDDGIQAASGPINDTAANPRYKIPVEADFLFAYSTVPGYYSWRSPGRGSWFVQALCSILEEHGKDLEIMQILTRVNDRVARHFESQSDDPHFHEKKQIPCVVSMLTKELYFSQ
#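 buffer or medium = Zinc-free HEPES/NaCl buffer, pH 7.4 | material = Procaspase-7 triple mutant (PC-7 D3A) | input = 2 µM procaspase-7 mutant as dispensed | signal = Epi-absorbance of released pNA at 405 nm, two timepoints | timing = 1 h preincubation, 2 h reaction | replicates = singlicate compound testing | evaluation = % activation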
# PP5 inh = blocks human protein phosphatase 5 activity; AID 1987; P53041; hit rate 0.18% among 320,000; inhibition, % at 6.7 µM; purified PP5c, OMFP substrate fluorescence;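 active = inhibition above the campaign's mean inhibition across all tested compounds plus 3 SD, cut at about 9.5% in these data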;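 also: 0% = DMSO only and 100% = 100 µM cantharidin control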
# The depositor's hits bear a star; ? = inconclusive; / = no result given; & = joins results of further samples.
SMILES,procasp3 activ,GRK2 inh,Fh CTSL1 inh,core dimer inh,PP1 inh,GASC-1 inh,VLA-4 inh,procasp7 counter,PP5 inh
COC(=O)c1cc2oc(C)cc2n1CC(=O)N1CCCc2ccccc21,-2,0,-3,8,-1,7,3,4,0.8
COC(=O)[C@H]1[C@H]2C[C@@H]3c4[nH]c5cc(OC)ccc5c4CCN3C[C@H]2C[C@@H](OC(=O)c2ccc(N)cc2)[C@@H]1OC,-5,0,0,16,2,-9,-49,0,3.6
CC(C)(C)N(Cc1ccccc1)C(=O)c1ccc(Cl)cc1[N+](=O)[O-],5,5,1,4,0,2,26,-4,4.0
CCOC(=O)Cc1csc(NC(=O)CSc2nnc(-c3ccc(OC)cc3)n2C)n1,4,5,-8,-4,-4,3&-7,0,-5,0.5
COc1ccc2oc(C(=O)OC(C)C(=O)N(C)c3ccccc3)c(C)c2c1 (centres undefined),-3,0,8,9,-4,-2,4,-2,1.1
O=C(O)c1cc2ccc3ccccc3c2oc1=O,-15,4,0,1,-3,8,11,-13,0.0
COc1ccc(-n2c(SCC(=O)Nc3nccs3)nc3c(c2=O)SCC3)cc1,2,0,-1,16,-3,-10&-3,16,1,-3.0
COc1ccc(C2C(C#N)=C(N)OC3=C2C(=O)CC(C)(C)C3)cc1OC (centres undefined),4,3,-2,0,-4,-3,10,12,1.3
O=C(O)C[C@H]1c2ccccc2S(=O)(=O)N1c1ccccc1,5,2,0,-4,-4,7,37,5,3.0
CCOC(=O)C1CCN(S(=O)(=O)c2ccc3c(c2)N(C)C(=O)CC(=O)N3C)CC1,-1,0,-3,7,-2,28,3,-11,1.4
CC(C)CC(NC(N)=O)C(=O)NCc1ccccc1Cl (centres undefined),-7,2,0,1,1,2,-1,-2,-0.8
CCc1c(C2(O)CCCCC2)[nH]c2ccc(C(=O)OC)cc12,12,2,0,1,-4,-1,-6,-11,2.8
CN1CC(=O)N(CC(=O)Nc2ccc(OCc3ccccc3)cc2)C1=O,6,0,/,/,/,/,9,8,/
O=C(c1n[nH]c(=O)c2ccccc12)N1CCN(c2ccccc2Cl)CC1,3,10,0,8,-3,-14,0,9,0.8
NC(=O)CSc1nnc(-c2ccc(O)cc2)n1Cc1ccco1,7,4,0,-1,-3,-4,-9,-3,-1.2

# 5 compounds from above, ordered by their value in procasp3 activ, falling:
SMILES	procasp3 activ	GRK2 inh	core dimer inh	GASC-1 inh	VLA-4 inh	PP5 inh
O=C(O)C[C@H]1c2ccccc2S(=O)(=O)N1c1ccccc1	5	2	-4	7	37	3.0
CCOC(=O)Cc1csc(NC(=O)CSc2nnc(-c3ccc(OC)cc3)n2C)n1	4	5	-4	3&-7	0	0.5
CCOC(=O)C1CCN(S(=O)(=O)c2ccc3c(c2)N(C)C(=O)CC(=O)N3C)CC1	-1	0	7	28	3	1.4
COC(=O)c1cc2oc(C)cc2n1CC(=O)N1CCCc2ccccc21	-2	0	8	7	3	0.8
O=C(O)c1cc2ccc3ccccc3c2oc1=O	-15	4	1	8	11	0.0

# In the list so far, these contain a COOH group:
SMILES,procasp3 activ,GRK2 inh,Fh CTSL1 inh,core dimer inh,PP1 inh,GASC-1 inh,VLA-4 inh,procasp7 counter,PP5 inh
O=C(O)c1cc2ccc3ccccc3c2oc1=O,-15,4,0,1,-3,8,11,-13,0.0
O=C(O)C[C@H]1c2ccccc2S(=O)(=O)N1c1ccccc1,5,2,0,-4,-4,7,37,5,3.0

# The results go on:
SMILES,procasp3 activ,GRK2 inh,Fh CTSL1 inh,core dimer inh,PP1 inh,GASC-1 inh,VLA-4 inh,procasp7 counter,PP5 inh
CCCC1c2ccc(C)n2CCN1C(=O)Nc1ccc(F)cc1 (centres undefined),-3,0,2,6,-2,-1,-2,4,-0.2
CCOC(=O)C(Oc1ccc(=O)[nH]n1)C(C)=O (centres undefined),0,0,-5,-3,-2,-55,-9,11,2.0
CCCc1cc(=O)oc2c(C)c(OCc3nn[nH]n3)ccc12,2,0,-6,-2,-5,-3,11,13,3.0
Cc1c(C)c2ccc(Oc3ccc([N+](=O)[O-])cc3C(F)(F)F)c(C)c2oc1=O,-5,3,-1,8,1,-5,-3,15,3.8
CCc1cccc2c(=O)c(C(=O)N3CCCCCC3)c[nH]c12,12,0,3,-5,-2,-14,17,-3,1.6
O=C1CC(c2ccc(Br)cc2)NC(c2ccc(Br)cc2)C1c1ccccc1 (centres undefined),3,0,0,19,-1,6,9,5,-0.2
CS(=O)(=O)N(Cc1ccccc1F)c1ccccc1,-1,2,-3,-1,-4,-4,10,-3,-0.5
Cc1ccc(S(=O)(=O)N2CCC(C(=O)OC3CCOC3=O)CC2)cc1C (centres undefined),-8,1,1,4,-7,1,5,23,-0.3
O=C(C1CC1)N1CCc2cc(S(=O)(=O)N3CCCc4ccccc43)ccc21,4,1,4,22,0,7,-3,0,1.9
CN(C)S(=O)(=O)c1cccc(COC(=O)c2ccc(Cl)cc2O)c1,-6,0,-6,1,4,3,-1,3,-0.4
Cc1nn(C)c(C)c1S(=O)(=O)N1CCC(C(=O)NCCC2=CCCCC2)CC1,7,0,-1,0,-6,0,-4,-2,0.1
O=C(CCC(=O)N1CCOCC1)NCCc1ccc(Cl)cc1Cl,-2,1,-1,11,-4,-4,1,-2,1.7
COc1ccc2nc(NC(=O)C3CCCN(S(=O)(=O)c4cccs4)C3)sc2c1 (centres undefined),-1,2,-2,13,0,4,2,4,1.7
CC(C)(C)c1ccc(/C=N/Nc2ccc(C(=O)O)cc2)cc1,-7,0,7,0,0,0,3,1,1.5
COc1cccc(-c2ccc(C#N)c(SCC(=O)NCCc3ccccc3)n2)c1,0,0,5,5,-3,-8,-4,3,-0.5
C=CCNc1nnc(Cc2ccc(F)cc2)c(=O)[nH]1,-4,0,-1,-1,1,1,8,5,-2.2
CCN(CC)CCNC(=O)Cn1nc(Cc2cccnc2)c2ccccc2c1=O,4,2,-3,-5,0,0,2,8,0.7
Cc1ccc(CNC(=O)[C@H](C)NC(=O)C2CCN(C(=O)[C@@H](N)CC(C)C)CC2)cc1,0,0,-3,-3,-2,139,-12,-2,0.6
NC(=O)C[C@H](N)c1cn([C@@H](CC(N)=O)C(=O)N2CCNCC2)nn1,6,49*,1,-13,4,-8,16,-4,3.1
CCC(C)Oc1ccccc1C1CC(=O)NC2=C1C(=O)CCC2 (centres undefined),3,1,5,4,-4,-4,-5,7,-1.3
COc1ccc(N2CCN(C(=O)COC(=O)CNC(=O)c3ccc(C)cc3)CC2)cc1,0,2,-12,-4,-1,-9,1,3,2.4
Cc1ccc(N2C(=O)c3ccccc3C2=O)cc1,-6,0,-9,0,5,-3,17,-3,-2.1
CCn1c(C)c(C(C)=O)c(N2CCN(c3ccc(F)cc3)CC2)nc1=S,-10,2,0,6,0,-34,1,2,1.1
COc1ccc(S(=O)(=O)N2CCOCC2)cc1NC(=O)c1ccncc1,-6,2,/,/,0,1,10,1,1.9
Cc1cc(C)c(C)c(S(=O)(=O)NCCCN2CCOCC2)c1C,6,1,0,2,-2,-6,1,1,-1.4
Cc1cccc(-n2nnc(C(=O)NCc3ccccc3)c2N)c1,3,0,-3,-3,-1,5,10,-2,1.4
Cc1ccccc1-c1n[nH]c(=S)n1Cc1ccccc1,-7,1,0,-2,-2,6,1,-21,1.9
Nc1nc(-c2ccc([N+](=O)[O-])cc2)c(C(=O)Nc2ccc(Cl)cc2)s1,0,0,-3,4,-3,/,-5,2,0.6
COc1ccccc1/C=C/C=N/Nc1cccc(C(=O)O)c1,-2,1,3,-22,1,-4,-5,-16,1.9
COCc1cc(Sc2ccc(OC)cc2)nc(-c2ccccc2)n1,-1,2,2,5,-2,3,9,8,3.7
Cn1c(C(=O)O)cc2cc(F)ccc21,-6,0,8,2,2,-30,-2,5,-3.3
O=c1[nH]c(=S)ccn1C1OC(CO)C(O)C1O (centres undefined),-3,1,2,-8,-6,14,23,-2,0.7
C=CCN(c1ccccc1)S(=O)(=O)c1cccc(C(=O)NCC(c2ccc(F)cc2)N2CCOCC2)c1 (centres undefined),5,0,-3,4,-4,-10,8,0,5.1
CCCNS(=O)(=O)c1ccc(-n2cnnn2)c(OC)c1,6,0,1,4,-4,-10,9,13,-0.4
O=C(CN1c2cccc3cccc(c23)S1(=O)=O)Nc1ccccc1F,-5,3,1,13,0,-10,29,9,1.8
Cc1c(NC(=O)C(C)OC(=O)c2c3c(nc4ccccc24)CCC3)c(=O)n(-c2ccccc2)n1C (centres undefined),-2,21,0,14,-1,6,1,-5,-2.3
Cc1cc(C(=O)CSc2nnc(N)s2)c(C)n1-c1c(C)n(C)n(-c2ccccc2)c1=O,-3,0,0,5,-2,2,13,10,2.7
CC(=O)N1CCc2c(sc3c2c(=O)n(Cc2ccccc2)c(=O)n3CC(=O)NCC2CCCO2)C1 (centres undefined),4,6,-2,-3,1,10,23,14,-0.1
O=C(Cn1ccc2ccccc21)Nc1ccc2c(c1)OCO2,-8,1,0,0,-1,8,1,3,3.2
COc1ccccc1C(=O)Oc1ccc(N2C(=O)CCC2=O)cc1,9,2,-4,10,-1,-44,13,1,3.2
CCCCN(C(=O)c1c(CC)noc1C)c1c(N)n(CC(C)C)c(=O)[nH]c1=O,11,0,/,/,-1,-7,9,13,2.5
CCc1nnc(NC(=O)CS(=O)(=O)Cc2ccccc2)s1,0,1,-2,6,-1,?,9,-7,-2.0
Clc1ccccc1-c1nnc(CNC2CC2)o1,-4,3,4,-9,-5,6,2,-1,-4.2
C=CCC(c1ccccc1)N(C(C)=O)c1ccco1 (centres undefined),-3,0,0,-3,-3,-7,9,12,1.2
CCC(=O)n1nc(-c2ccccc2)nc1N,8,0,-4,-3,0,5,4,-8,1.0
Nc1ccccc1C#Cc1ccccc1,9,/,-4,-10,-1,-22,/,2,6.1
O=C(CCc1ccccc1Cl)N1CCN(S(=O)(=O)c2ccccc2)CC1,8,1,/,/,-2,2,2,-3,2.4
C[C@]12CCC(=O)CC1=CCC1C3CC=C(C#N)[C@@]3(C)CC[C@@]12O (some centres undefined),4,0,-1,-1,0,12,-2,2,2.6
O=C(CN1C(=O)NC2(CCSC2)C1=O)N1CCN(c2ccc(F)cc2)CC1 (centres undefined),-5,0,-1,-4,0,-2,-2,-3,3.4
N#Cc1cccc(C#N)c1Oc1ccc(S(=O)(=O)Nc2ccc(Cl)cc2)cc1,4,0,2,-2,3,-3,24,11,4.0
O=S(=O)([O-])C(c1ccccc1)[n+]1ccccc1 (centres undefined),6,8,-3,5,0,3,3,-2,2.8
Cc1cccc(/C=C/c2onc(C)c2S(=O)(=O)N2CCC(C(=O)NC(C)C)CC2)c1,4,1,2,1,5,169,1,6,0.2
CCSc1nnc(COc2ccccc2)n1CC,6,7,1,-8,-2,-1,0,2,-1.5
O=C(CCNC(=O)c1ccccc1Cl)Nc1nccs1,3,0,-4,-4,-5,3,3,-1,2.6
COCCN(C(=O)CSc1nnc(Nc2ccccc2F)s1)c1c(N)n(Cc2ccccc2)c(=O)[nH]c1=O,-9,1,-2,4,-4,3,12,-6,0.1

# The order is random; 2.6% or so of the library scored in one or more.
